Bioassay records: PubChem BioAssay, National Center for Advancing Translational Sciences (NCATS)
Tb PFK inh: T. brucei PFK enzyme inhibition | T. brucei PFK, ADP-Glo luminescence | Potency, µM (highest dose often 57.5 µM), inactives show at the highest dose activity, negative = inhibition, usual class: inhibitors | actives 0.17% (n = 330,000) | AID 485367;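 further: potency means the concentration at half of the fitted maximal effect; 0% = uninhibited 1x PFK enzyme wells and -100% = no-enzyme wells; nearly all actives have a fitted effect of over 60% in size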
Target sequence (O15648 whole entry, looked up): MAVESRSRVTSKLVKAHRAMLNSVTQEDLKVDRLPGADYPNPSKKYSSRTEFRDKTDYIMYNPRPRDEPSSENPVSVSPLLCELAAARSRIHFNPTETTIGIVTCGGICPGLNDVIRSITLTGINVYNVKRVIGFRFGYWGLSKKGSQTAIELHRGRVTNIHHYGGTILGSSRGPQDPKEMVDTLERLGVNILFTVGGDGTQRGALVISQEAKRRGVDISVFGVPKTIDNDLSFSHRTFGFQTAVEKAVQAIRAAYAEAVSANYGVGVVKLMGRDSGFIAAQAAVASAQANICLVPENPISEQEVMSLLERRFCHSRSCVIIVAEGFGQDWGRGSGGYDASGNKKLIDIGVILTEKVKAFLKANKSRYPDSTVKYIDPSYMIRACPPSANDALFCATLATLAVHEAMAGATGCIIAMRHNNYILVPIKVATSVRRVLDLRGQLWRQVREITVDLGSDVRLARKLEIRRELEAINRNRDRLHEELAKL
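Luminescent ADP detection (ADP-Glo, two-step: ATP depletion then ADP-to-ATP conversion for luciferase) reported PFK activity after 45 min room-temperature reaction of 1.25 nM enzyme with 0.5 mM F6P and 0.1 mM ATP at pH 8.0.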
RORg inh: blocks mouse ROR gamma transcriptional activity; P51450; Drosophila S2 Gal4-RORgamma UAS-luciferase reporter, 20 h; Potency, µM (titrated, usually from 53.6 µM), without a hit: top-dose activity change, negative = inhibition, most hits filed as inhibitors; actives 5.4% (n = 310,000); AID 2551; further: potency means the concentration at half of the fitted maximal effect; on the % scale 0 is the no-effect control and ±100 the full control effect; nearly all actives have a fitted effect of over 60% in size
Target sequence (P51450 whole entry, looked up, the tested form may be a part): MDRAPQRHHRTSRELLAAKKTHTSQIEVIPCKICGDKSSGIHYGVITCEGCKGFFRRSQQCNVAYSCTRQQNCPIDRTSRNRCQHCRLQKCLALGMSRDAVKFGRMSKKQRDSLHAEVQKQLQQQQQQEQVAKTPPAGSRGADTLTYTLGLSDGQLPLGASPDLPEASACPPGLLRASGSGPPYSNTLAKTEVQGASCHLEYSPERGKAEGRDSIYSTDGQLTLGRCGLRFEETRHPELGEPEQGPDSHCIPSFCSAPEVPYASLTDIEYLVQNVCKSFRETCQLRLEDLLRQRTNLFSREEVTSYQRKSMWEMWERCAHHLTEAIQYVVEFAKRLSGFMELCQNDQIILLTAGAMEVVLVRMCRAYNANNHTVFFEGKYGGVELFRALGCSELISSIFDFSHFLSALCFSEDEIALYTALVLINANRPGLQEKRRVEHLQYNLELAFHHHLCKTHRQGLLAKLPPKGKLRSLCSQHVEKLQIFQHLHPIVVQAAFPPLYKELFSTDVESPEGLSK
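Luciferase reporter read in Schneider cells carrying Gal4-RORγ (mouse) and UAS-Photinus luciferase; cells given compound 1 h before 700 uM copper sulfate induction, then incubated 20 h at ambient temperature.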
FLuc modulator: inhibits or activates purified firefly luciferase, miR-21 counter-screen; P08659; purified FLuc, Km substrates, luminescence inhibition; Potency, µM (titrated, usually from 57.5 µM), for inactives: at the top dose activity change, negative = inhibition, actives largely listed as inhibitors; actives 6.9% (n = 360,000);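 further: potency means the concentration at half of the fitted maximal effect; plate controls were vehicle for no effect and reference inhibitor for full effect; nearly all actives have a fitted effect of over 55% in size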
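Biochemical qHTS of compounds, final roughly 60 µM downward over six points, against 10 nM purified firefly luciferase using Km concentrations of substrates (10 uM D-luciferin, 10 uM ATP) in Tris acetate pH 7.5 buffer; luminescence output.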
NPC1 prom act: NPC1 promoter activation; Huh7 NPC1 promoter luciferase reporter, 24 h; Potency, µM (titrated, usually from 9.22 µM), inactives show top-dose activation, hits mostly activators; actives 2.4% (n = 320,000);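 further: potency means the concentration at half of the fitted maximal effect; % of control where 0% means no effect; nearly all actives have a fitted effect of over 60% in size; reporter is driven by a mutant NPC1 promoter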
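Huh7 cells stably carrying NPC1 promoter–luciferase, plated in Opti-MEM with 10% FBS for 2 h, were exposed to compound in DMSO for 24 h at 37 °C; luciferase reagent was added for 10 min and luminescence read.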
Rab9 promoter act: Rab9 promoter activation; actives 2.8% (n = 320,000); Huh7 Rab9 promoter-luciferase reporter, luminescence, 24 h; Potency, µM (highest dose often 9.22 µM), inactives show top-dose activation, negative = inhibition, actives largely listed as activators; further: potency means the concentration at half of the fitted maximal effect; % of control where 0% means no effect; nearly all actives have a fitted effect of over 60% in size
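Huh7 reporter line, Rab9 promoter upstream of luciferase. Compound exposure 24 h at 37 °C in reduced-serum medium with 10% FBS. Read-out: luminescence.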
KCNH2 3.1 block: KCNH2 3.1 (human) potassium channel inhibition | actives 0.95% (n = 340,000) | activity change, % (tested at about 1.8 µM) | U2OS KCNH2 3.1, thallium flux FluxOr; active compounds read low;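 active means maximum activity change below -70%; inconclusive means maximum activity change from -70% to -50%; inactive means maximum activity change above -50%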;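 further: thallium influx rate constant from kinetic fluorescence after stimulation buffer; on the % scale 0 is the no-effect control and ±100 the full control effect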
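Steps: virus added to U2OS suspension (4 h, RT, dark); medium with 10% FBS added, cells plated, 37 C overnight; FluxOr/Red40 loading buffer 45 min RT; stimulation buffer, 2 min kinetic read; rate constant normalized.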
ELG1 genotoxic: induces genotoxicity in HEK293T cells with luciferase-tagged ELG1. Potency, µM (titrated, usually from 46 µM), for inactives: at the top dose activity change, positive = activation, usual class: activators. AID 504466. HEK293T ELG1-luciferase reporter, luminescence, 16 h. actives 1.3% (n = 330,000); further: potency means the concentration at half of the fitted maximal effect; % of control where 0% means no effect; nearly all actives have a fitted effect of over 60% in size
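Luminescence read-out: rising ELG1-luciferase signal, reflecting elevated ELG1 protein under genetic stress, flags genotoxic compounds. Cells were treated for 16 hr at 37 °C before ONE-Glo detection.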
Coupling enz: counter-screen for Giardia aldolase inhibitors: coupling enzyme system; AID 2472; coupling enzyme system counterscreen, AmpLite Red fluorescence; actives 0.67% (n = 290,000); activity change, negative = inhibition, % at 58.2 µM, hits read low; in the data active means activity change below about -30%; further: on the % scale 0 is the no-effect control and ±100 the full control effect
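Final compound at 57.5 uM, incubated 10 min at RT with coupling enzyme reagent (glyceraldehyde-3-phosphate), then 20 min with substrate and AmpLite Red detection. Fluorescence read at 525/598 nm; tests interference with the coupling assay, not aldolase inhibition.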
uPA surface inh: cell surface uPA generation inhibition. AID 540303. actives 0.31% (n = 330,000). cell surface uPA generation assay, qHTS. Potency, µM (highest dose often 38.3 µM), for inactives: at the highest dose activity change, negative = inhibition, usual class: inhibitors; active means well fitted inhibition curve with a large enough effect; inconclusive means small, poorly fitted or top-dose-only effect; inactive means no such curve, though single readings can be large or run the other way; tested in mouse RAW 264.7 cells; further: potency means the concentration at half of the fitted maximal effect; on the % scale 0 is the no-effect control and ±100 the full control effect; nearly all actives have a fitted effect of over 55% in size
Giardia killer: Giardia lamblia killing. AID 540267. Giardia lamblia trophozoite viability. actives 0.15% (n = 340,000). activity change, % at 7.66 µM, hits read low; in the data active means activity change below about -80%; inconclusive means between about -30% and that limit;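 further: parasites exposed to compound for two days anaerobically before the ATP read; on the % scale 0 is the no-effect control and ±100 the full control effect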
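Luminescent ATP signal served as the viability read-out, measured 15-30 min after adding ATP detection reagent to trophozoites that had been incubated with compounds for 48 hrs at 37 deg C anaerobically at 100 cells/well.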
VP16 counter: Gal4-VP16 reporter inhibition counter-screen. Potency, µM (titrated, usually from 53.6 µM), for inactives: at the highest dose activity, negative = inhibition, actives largely listed as inhibitors. Drosophila S2 Gal4-VP16 UAS-luciferase, luminescence, 20 h. actives 3.5% (n = 310,000);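 further: Gal4-VP16 expression switched on by copper sulfate through the metallothionein promoter; potency means the concentration at half of the fitted maximal effect; on the % scale 0 is the no-effect control and ±100 the full control effect; nearly all actives have a fitted effect of over 50% in size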
The depositor's hits bear a star; u = inconclusive; x = no result given; & = joins results of further samples; [ ] = dose if it differs, or a comment. Unless noted, the call rests on the fitted dose curve; in most records, active means well fitted curve in the direction sought with a large enough effect; inconclusive means small, poorly fitted or top-dose-only effect, or another doubt; inactive means no such curve, though single readings can be large; an effect the other way counts as inactive or inconclusive.

SMILES | Tb PFK inh | RORg inh | FLuc modulator | NPC1 prom act | Rab9 promoter act | KCNH2 3.1 block | ELG1 genotoxic | Coupling enz | uPA surface inh | Giardia killer | VP16 counter
C[C@H](CO)N1C[C@H](C)[C@@H](CN(C)S(=O)(=O)c2ccccc2)Oc2c(NC(=O)Nc3ccc4c(c3)OCO4)cccc2C1=O | 5.4% | x | x | x | x | -3.5 | -1.9% | x | 7.7% | 16.5 | x
COc1ccc2c(c1)CCc1c(C(=O)Nc3ccn(Cc4ccc(C)cc4)n3)noc1-2 | 0.2% | -17.7% | u | -0.9% | -11.4% | -7.6 | 6.4% | 0.0 | x | -5.4 | -19.3%
O=C(NC(=S)N1CCN(c2ccc([N+](=O)[O-])cc2)CC1)c1ccccc1F | 0.0% | 0.562µM* | -0.4% | 1.8% | -0.7% | -34.1 | -1.2% | 0.8 | 0.3% | -1.9 | 1µM*
CCCCCCn1nc(C(=O)Nc2nc3c(s2)CCCC3)c2ccccc2c1=O | -0.2% | 10µM* | -2.9% | -9.0% | -1.5% | -13.6 | -0.6% | 2.2 | -15.0% | -1.5 | -20.6%
Cc1cccc(C)c1NC(=O)C1(NC(=O)C2CCC(=O)N2)CCCCC1 (centres undefined) | 4.9% | -2.8% | 2.6% | -0.6% | -9.4% | -4.2 | -2.4% | 2.0 | 3.5% | -3.9 | -12.9%
Cc1ccc(NC(=S)NCc2ccc(Cl)cc2)c(OC(F)F)c1 | 2.8% | 6.31µM* | 3.3% | -1.1% | 2.1% | x | -4.2% | -0.6 | 0.3% | -13.5 | 5.01µM*
CC[N+](C)(C)CCN(Cc1ccc(Cl)cc1)c1ccccn1 | -1.7% | -15.1% | 9.8% | -1.4% | -7.7% | -0.4 | -8.9% | 1.5 | 0.3% | -11.8 | -0.9%
Cc1ccc(-n2c(SCC(=O)NCC3CCCO3)nc3c(c2=O)SCC3)cc1 (centres undefined) | 0.4% | 10.9% | 1.5% | 12.7% | 5.8% | 34.1 | -7.3% | -5.0 | -3.1% | -10.8 | 0.7%
Cc1ccc(-c2nnn(CC(=O)N(CC(=O)NC3CCCCC3)c3cccc(F)c3)n2)o1 | 0.3% | 41.2% | -3.1% | 0.2% | 1.7% | 5.2 | 0.0% | 1.9 | 4.3% | -12.2 | 3.5%
Cc1cccn2c(=O)c(C=O)c(N3CCN(c4ccc(F)cc4)CC3)nc12 | 5.8% | 3.0% | 3.6% | 12.3% | -4.9% | 9.6 | -6.4% | 3.4 | 13.2% | 5.3 | 15.9%
COc1ccc(S(=O)(=O)N2CCCC(C(=O)NCc3ccc4c(c3)OCO4)C2)cc1 (centres undefined) | 2.5% | 24.6% | 1.6% | 0.7% | -6.2% | 13.8 | -6.9% | -0.8 | 12.4% | 9.3 | 14.3%
Cn1cc(C(=O)C(=O)N2CCCC2)c2ccccc21 | 2.8% | -18.5% | -2.0% | -5.2% | 6.7% | 20.0 | -1.0% | -1.1 | 2.6% | -10.3 | 3.2%
O=C(NCc1ccc(Cl)cc1)c1ccc(S(=O)(=O)N2CCCCC2)cc1 | -4.3% | x | 2.5% | 0.6% | -4.5% | -23.7 | 2.3% | x | -5.7% | 8.7 | x
CC(=O)NN1C(=O)/C(=C\c2ccc(Cl)cc2)SC1=S | -1.5% | 2.5% | 0.4% | -10.3% | -1.1% | 18.6 | 1.7% | -1.2 | -1.3% | -10.5 | -4.1%
N#CC1=C(N)SC(N)=C(C#N)C1C1C=CCCC1 (centres undefined) | 2.4% | u | 1.8% | 0.2% | -4.3% | -2.6 | -0.3% | -2.4 | 1.5% | 4.4 | u
COc1ccccc1C1=NC(c2ccccc2)CN1c1ccccc1 (centres undefined) | 2.7% | -1.5% | -11.2% | -7.4% | -7.2% | -1.8 | -2.5% | -0.7 | -0.9% | -0.9 | 2.1%
Cc1ccc(-c2cc(C(=O)NCC(c3ccccc3)N(C)C)c3ccccc3n2)o1 (centres undefined) | 2.7% | x | x | x | x | -38.4 | 2.4% | x | -5.3% | 7.0 | x
O=C(c1ccccc1Cl)N1CCc2ccccc2C1 | 0.3% | -35.5% | -3.2% | 2.1% | 9.7% | 5.2 | 1.3% | 0.8 | x | -0.1 | 5.8%
NNC(=O)COc1ccccc1[N+](=O)[O-] | -4.9% | -9.1% | 1.6% | -1.5% | -3.7% | 25.8 | 0.5% | 2.1 | 11.5% | 9.6 | -13.2%
Cc1nc2ccccc2c(=O)n1CCN1CCOCC1 | 0.6% | 3.4% | 0.8% | -0.9% | 1.9% | 14.9 | 0.6% | 0.4 | 12.8% | 10.2 | 3.5%
CC1CN(C(=O)CCC(=O)NCCCN2CCN(Cc3ccccc3)CC2)c2cc(Cl)ccc2O1 (centres undefined) | -14.7% | 7.8% | 5.6% | -5.6% | -2.5% | u | -4.5% | x | -12.5% | 35.8[activator] | 1.2%
COc1ccccc1CN(Cc1nc2ccccc2c(=O)[nH]1)C(=O)Nc1ccc(C)cc1 | -5.3% | u | u | 8.1% | -0.4% | -10.6 | -9.1% | -0.6 | 8.2% | -5.3 | 1.3%
COC(=O)c1ccc(Cn2cnc3c(sc4nc(N5CCOCC5)c5c(c43)CCCC5)c2=O)o1 | -10.3% | 17.6% | -27.6% | -0.5% | -11.4% | 11.1 | -6.8% | 4.0 | -3.8% | 11.8 | -13.1%
CC1(C)OC2OC(C(=O)N/N=C/c3cc(Br)ccc3O)C3OC(C)(C)OC3C2O1 (centres undefined) | 6.1% | 1.58µM* | 2.1% | -2.1% | -7.6% | -5.1 | -0.7% | 1.6 | -4.1% | 10.8 | u
COc1ccc(C2CC(c3ccccc3)Nc3nc(NC(=O)c4ccco4)nn32)cc1 (centres undefined) | 0.8% | 6.31µM* | 1.3% | -3.2% | 3.1% | -18.9 | 1.0% | 4.4 | 4.4% | 2.9 | 7.08µM*
CC(C)(C)OC(=O)N1CC=C2C(C#N)=C(N)C(C#N)(C#N)C(c3cccs3)C2C1 (centres undefined) | -11.9% | -99.4% | -2.1% | -0.8% | 2.9% | 9.6 | -1.8% | -29.6 | -3.2% | 13.8 | u
CC(C)Cn1c(N)c(C(=O)CSc2nnc(-c3ccco3)n2C)c(=O)n(C)c1=O | -1.4% | x | 4.6% | -0.2% | -5.2% | -0.3 | -1.0% | x | -2.5% | -6.9 | x
Cc1cc(OC(C)C)c2c(-c3ccccc3)cc(=O)oc2c1 | 0.8% | 5.4% | 4.5% | 1.3% | -1.1% | 0.7 | -7.8% | 0.5 | -2.7% | 17.2 | -3.8%
O=C(O)c1ccc(NC2OC[C@@H](O)[C@H](O)[C@H]2O)cc1 (some centres undefined) | -17.2% | x | 0.8% | 1.7% | 1.3% | 21.8 | -6.3% | x | 3.2% | -10.3 | x
Cn1nnnc1SCC(=O)Nc1ccccc1Cc1ccccc1 | -3.0% | -3.4% | -1.0% | 12.8% | 3.6% | -42.2 | 0.4% | -2.4 | -1.2% | 9.4 | -12.4%
Cc1ccc(C(=O)Nc2ccc(S(=O)(=O)O)c3cc(S(=O)(=O)O)cc(S(=O)(=O)O)c23)cc1NC(=O)c1cccc(NC(=O)Nc2cccc(C(=O)Nc3cc(C(=O)Nc4ccc(S(=O)(=O)O)c5cc(S(=O)(=O)O)cc(S(=O)(=O)O)c45)ccc3C)c2)c1 | x | 27.0%&-2.9%&4.7% | x | 0.1%[46.1 µM] | 4.0%[46.1 µM] | x | x | 12.1&3.9 | x | x | -8.0%&1.3%&4.6%
COC(=O)C1C(O)=C(C=Nc2ccccc2)C(=O)CC1(C)C (centres undefined) | -3.8% | -2.5% | 0.6% | 1.2% | 4.6% | 1.6 | 13.5% | 0.7 | -24.6% | 19.5 | 2.7%
O=C(CCNS(=O)(=O)c1ccc2[nH]c(=O)oc2c1)NCc1ccc(F)cc1 | -9.6% | -10.1% | 1.0% | 0.9% | -1.8% | -13.0 | 1.3% | x | -3.5% | -4.2 | 4.3%
CS(=O)(=O)c1ccccc1C(=O)Nc1ccc2sccc2c1 | 2.2% | -16.0% | 1.5% | 0.9% | -2.8% | 15.5 | 2.5% | 0.0 | 21.6% | -14.5 | 3.6%
COCCNC(=O)C(c1cccnc1)N(Cc1ccc(C)cc1)C(=O)Cn1nnc2ccccc21 (centres undefined) | 1.1% | 19.4% | 1.1% | -1.7% | -2.7% | 22.1 | -0.8% | 0.6 | 2.1% | 6.9 | -6.2%
O=C(NCCc1ccccc1)c1ccncc1 | -2.5% | -15.1% | u | 28.9% | 3.55µM* | x | u | -3.5 | x | x | 15.8%
